TDP2 inh – blocks human TDP2 phosphodiesterase activity; recombinant TDP2, T5PNP hydrolysis, p-nitrophenol absorbance 415 nm; 370,000 compounds, 0.34% hits; inhibition, % at 12.8 µM; O95551;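 active = inhibition above the mean of all tested compounds plus 3 SD, set per campaign, cut at about 25% in these data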;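 note: 0% = DMSO with enzyme and 100% = buffer with substrate but no TDP2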
Target sequence (O95551 whole entry, looked up): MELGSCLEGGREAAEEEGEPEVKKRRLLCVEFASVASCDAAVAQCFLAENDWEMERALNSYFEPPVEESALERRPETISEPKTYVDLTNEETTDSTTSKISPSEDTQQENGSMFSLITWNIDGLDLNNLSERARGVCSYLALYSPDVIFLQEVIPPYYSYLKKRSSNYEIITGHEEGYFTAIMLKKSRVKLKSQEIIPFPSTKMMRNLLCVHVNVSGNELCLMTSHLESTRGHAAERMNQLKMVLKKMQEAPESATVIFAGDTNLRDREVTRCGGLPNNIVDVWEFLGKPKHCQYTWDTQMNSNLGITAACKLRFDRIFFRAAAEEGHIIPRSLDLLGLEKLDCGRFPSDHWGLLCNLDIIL
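System – recombinant human TDP2 · Quantity – TDP2 enzyme at 120 nM final · Doses – single concentration, 12.8 µM nominal, with 1% DMSO · Incubation – 2 h at 37 °C · Measured by – epi absorbance of p-nitrophenol freed from T5PNP by hydrolysis · Read-out – % inhibition relative to enzyme-containing and enzyme-free wells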
TCR CD3 inh – inhibitors of human TCR-CD3 interaction | 360,000 compounds, 0.37% hits | TAMRA-labeled TCR probe fluorescence, biochemical | AID 651800 | inhibition, % at 9.4 µM; in the data active = inhibition above about 19%;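 note: recombinant mutant TCR 2C K166C tagged with TAMRA read by polarization; 0% = receptor in buffer alone and 100% = receptor with positive control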
HTRA1 inh – blocks human HTRA1 serine peptidase | Q92743 | recombinant HTRA1, FP-rhodamine activity-based probe, fluorescence polarization | inhibition, % at 5.96 µM | 340,000 compounds, 0.5% hits | AID 504803; in the data active = inhibition above about 36%;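 note: 0% = enzyme with DMSO and 100% = wells lacking enzyme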
UHRF1 MBD2 ctr – UHRF1 methyl-DNA binding inhibition | UHRF1 binding to methylated oligo, TR-FRET | inhibition, % at 4.4 µM | 370,000 compounds, 0.75% hits | AID 687016; in the data active = inhibition above about 21%;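 note: UHRF1 SRA domain binding a hemimethylated CpG hairpin DNA probe; 0% = median of test compound wells and 100% = reference inhibitor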
mABHD4 FP – inhibitors of mouse ABHD4; purified mABHD4, FP-Rh probe fluorescence polarization; inhibition, % at 8.92 µM; 370,000 compounds, 0.54% hits; AID 720543;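 active = inhibition exceeding the mean over every tested compound plus 3 SD, cut at about 30% in these data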;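 note: 0% = plate median of compound wells and 100% = S159A mutant with DMSO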
Target sequence (Q8VD66 whole entry, looked up): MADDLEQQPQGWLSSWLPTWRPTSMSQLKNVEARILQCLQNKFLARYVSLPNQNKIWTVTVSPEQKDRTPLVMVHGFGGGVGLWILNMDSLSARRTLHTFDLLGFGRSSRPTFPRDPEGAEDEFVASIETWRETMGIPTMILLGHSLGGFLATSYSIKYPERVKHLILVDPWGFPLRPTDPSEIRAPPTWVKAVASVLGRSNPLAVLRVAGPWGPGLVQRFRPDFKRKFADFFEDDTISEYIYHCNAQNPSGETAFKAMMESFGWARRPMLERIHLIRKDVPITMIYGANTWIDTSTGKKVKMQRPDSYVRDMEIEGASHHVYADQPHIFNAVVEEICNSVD
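Assay system: Wild-type mouse ABHD4 protein | Medium: HEPES pH 7.0 buffer, 150 mM NaCl, 0.01% Pluronic F-127 | Incubation: Enzyme–compound pre-incubation 45 min, then probe 60 min, both 25 °C | Technique: Fluorescence polarization with parallel and perpendicular emission, 525/598 nm | Evaluation: % inhibition of FP-Rh probe binding versus controls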
PG9 Ab binder – PG9 antibody binding by small molecule; 360,000 compounds, 0.43% hits; TR-FRET gp120-PG9 antibody binding; inhibition, % at 6.7 µM; AID 624416; in the data active = inhibition above about 8.5%
LEDGF integ inh – blocks HIV-1 LEDGF/p75-dependent DNA integration | TR-FRET IN-LEDGF/p75 DNA integration, Eu/Cy5 | inhibition, % at 3.7 µM | 370,000 compounds, 0.64% hits | AID 743269;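 active = inhibition above the screen-wide mean plus 3 SD, cut at about 13% in these data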;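 note: signal is the Cy5 over europium emission ratio at 671 and 618 nm; 0% = plate median of compound wells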
Tn7 DDE FP – DD(E)-Tn7 binding inhibition, primary FP screen; 370,000 compounds, 0.13% hits; P02675; AID 720508; FP displacement of FITC-Tn7 peptide from fibrin DD(E); 0% = median of compound wells per plate; inhibition, % at 8.3 µM;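 active = inhibition above the mean of compounds falling within the control limits plus 3 SD of them, cut at about 14% in these data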;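 note: 0% = plate median of compound wells and 100% = 10 µM Aha-Tn7 peptide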
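assay system = human clot-derived fibrin DD(E) complex | quantity = Fibrin-DD(E) at 2 µM final | timing = 10 min preincubation, 3 h with tracer, room temperature | signal = fluorescence polarization | measure = percent inhibition | benchmarks = high control wells with 10 µM unlabelled Aha-Tn7 peptide (full inhibition) | replicates = singlicate testing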
SIAE inh – inhibitors of human sialic acid acetylesterase SIAE | Q9HAT2 | SIAE FP-Rh probe binding, fluorescence polarization | inhibition, % at 9.66 µM | 370,000 compounds, 0.69% hits;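 active = inhibition above a cutoff: mean of compounds within the control limits plus 3 SD of those, cut at about 17% in these data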;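 note: 0% = plate median of compound wells and 100% = probe without SIAE protein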
PRMT1 FP inh – inhibitors of human PRMT1 | recombinant PRMT1, activity-based probe fluorescence polarization | inhibition, % at 2.79 µM | 370,000 compounds, 1.3% hits | AID 652257;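 active = inhibition above about 21% made by adding two undisclosed values, limit read from the data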
* hit, by the source's call; . = not tested or not shown.

compound | TDP2 inh | TCR CD3 inh | HTRA1 inh | UHRF1 MBD2 ctr | mABHD4 FP | PG9 Ab binder | LEDGF integ inh | Tn7 DDE FP | SIAE inh | PRMT1 FP inh
c1ccc(CCNc2nc(-c3cccnc3)cs2)cc1 | -1.8 | 4.9 | 0.3 | 49.2* | 3.0 | -0.2 | -0.6 | 6.1 | 3.0 | -1.5
O=S(=O)(c1ccc2ccccc2c1)N1CCCOC1 | -11.4 | -3.4 | -2.2 | 0.1 | 8.1 | -0.9 | -3.0 | 3.7 | 4.4 | -1.2
c1csc(-c2nnc3ccccn23)c1 | 3.8 | -3.3 | -7.9 | 4.1 | 7.3 | 2.0 | 0.7 | -0.5 | -4.8 | 3.7
O=C1CCCN1CC(O)CS(=O)(=O)c1ccccc1 (stereo not given) | 6.3 | 5.9 | 10.6 | 1.7 | 3.5 | -0.7 | -4.7 | 1.6 | 4.7 | -1.4
Cc1ccsc1C(=O)OCC(=O)NCC1CCCO1 (stereo not given) | 7.9 | 0.8 | -4.1 | -0.4 | 2.1 | 1.2 | 2.2 | -1.1 | 2.8 | -1.8
COc1ccc(NS(=O)(=O)c2ccc3c(c2)N(C(C)=O)CC(C)S3)c(OC)c1 (stereo not given) | 9.6 | 8.6 | 2.9 | -0.7 | -2.4 | -2.8 | 1.0 | -0.2 | 0.4 | -1.2
CC(C)c1ccc(NC(=S)NC2CC3C=CC2C3)cc1 (stereo not given) | -9.2 | 3.0 | -5.7 | -2.1 | -0.1 | -2.5 | 3.4 | 1.8 | 3.4 | -9.7
Cc1ccc(C)c(N2CCN(S(=O)(=O)c3ccc4c(c3)CC(=O)N4C)CC2)c1 | 5.9 | -1.7 | -12.5 | -1.0 | 7.4 | -0.4 | 0.4 | 3.7 | 1.7 | -3.1
COCc1ccccc1C1=CC(=O)C[C@H](c2ccc(F)cc2)C1 | -12.9 | 5.2 | -10.6 | 0.9 | -1.1 | 0.6 | -2.9 | -1.8 | -2.9 | -1.8
CSc1ccc(/C=C/C(=O)c2c(O)cc(C)oc2=O)cc1 | 10.0 | 1.6 | -11.1 | -5.2 | -7.4 | -0.4 | 1.6 | -1.6 | -2.0 | -0.4
Cc1cc(=O)[nH]c(SCC(=O)NC(C)C2CC3CCC2C3)c1C#N (stereo not given) | -9.7 | -5.5 | -7.3 | 2.9 | -8.6 | -0.1 | 7.4 | 7.5 | 4.2 | -0.8
O=C(CCNc1n[nH]c(=O)[nH]c1=O)N/N=C\c1cccc(OCc2ccccc2)c1 | -2.4 | 0.3 | . | -0.6 | -8.7 | -1.4 | 2.9 | 1.2 | -9.3 | 5.0
COC(=O)c1sc(=S)n(-c2cccc(Cl)c2)c1N | 10.5 | 1.9 | -4.2 | -1.3 | -3.0 | 1.7 | 1.6 | 4.9 | 13.2 | 3.0
CCOC(=O)c1c(-c2cccc([N+](=O)[O-])c2)csc1N | 10.1 | 1.9 | -0.5 | -2.9 | 9.5 | 0.2 | 1.5 | -2.0 | 8.9 | -4.0
O=C(CSc1nnc(-c2ccco2)n1CC1CCCO1)N1CCCCC1 (stereo not given) | 7.8 | 1.8 | -2.0 | 0.0 | 2.5 | 0.1 | -2.6 | 6.4 | 4.2 | -0.8
CCc1nc2c(OCc3cccc(OC)c3)cccn2c1N(C)C(=O)C(C)C | -8.1 | -3.8 | . | -3.2 | -9.6 | -1.4 | 0.6 | -9.0 | -1.1 | 1.4
CCCC(=O)Nc1c(-c2ccccc2)c(=O)c(C)nn1-c1ccc(Cl)cc1 | -0.3 | -6.8 | 4.2 | 3.7 | -5.9 | 2.5 | 3.3 | -1.1 | -1.7 | 0.3
CCCCCc1cc(=O)oc2c(C(CCN3CCCCC3)c3ccc(OC)cc3)c(OC)cc(OC)c12 (stereo not given) | -0.2 | 6.2 | -31.0 | 0.2 | 16.1 | 1.0 | 0.6 | 0.1 | 3.8 | -1.3
CCn1c(COc2ccc(=O)n(-c3ccccc3)n2)nnc1SC | -11.7 | 5.7 | 1.4 | -0.8 | -6.7 | 0.7 | -1.8 | 5.5 | -1.3 | 10.2
O=C(c1nc2ccccn2c1CNCCCn1ncc2ccccc21)N1CCOCC1 | -13.2 | 6.2 | 2.5 | -0.2 | 1.6 | -0.8 | -0.1 | -6.7 | 12.4 | -1.9
Cc1cc(NC(=O)COC(=O)C2CCN(C(=O)c3ccc(Cl)cc3)CC2)no1 | 6.1 | -2.5 | 4.6 | -3.5 | -1.6 | 0.8 | 2.0 | 0.8 | 6.0 | -2.5
Nc1nnnn1/N=C/c1cccs1 | 9.1 | -0.9 | -1.8 | -5.5 | 5.2 | 1.9 | -2.5 | -2.1 | 6.3 | -0.6
O=C(Nc1ccon1)Nc1cccc(Cl)c1Cl | 11.8 | 0.5 | -7.8 | 0.2 | 0.8 | -1.3 | 2.8 | 0.8 | -7.6 | -0.1
C[C@H](O)[C@@H]1CN2CCc3c([nH]c4cccc(-c5ccccc5)c34)[C@@H]2C[C@@H]1N(C)C(=O)C1CCCCC1 | -12.4 | . | . | -2.9 | 7.1 | . | 2.7 | -14.2 | 2.3 | -1.1
COc1ccc(N(CC(=O)N2CCN(C)CC2)S(=O)(=O)c2cc(C)ccc2OC)cc1Cl | 3.9 | -2.9 | 0.1 | 0.7 | -4.2 | -0.4 | 1.3 | 1.3 | -1.9 | 3.4
N#CC(c1ccc(Cl)cc1)(c1ncc(C(F)(F)F)cc1Cl)N1CCOCC1 (stereo not given) | 10.0 | 4.3 | -4.4 | -0.4 | 0.5 | -1.1 | -0.4 | -10.7 | -6.2 | 1.1
COc1ccc(N2CCN(CC(=O)c3c[nH]c4ccccc34)CC2)cc1 | 0.0 | -6.0 | 1.3 | 11.6 | 8.1 | -0.3 | -4.4 | 1.4 | 0.3 | 7.0
C/C(=N\NC(=O)c1cc(-c2cccc([N+](=O)[O-])c2)n[nH]1)c1ccccc1O | -0.8 | 18.0 | 2.9 | -1.5 | 12.1 | -0.6 | -3.3 | 0.2 | -4.5 | -1.2
CC(=O)c1cc(-c2ccccc2)n(CCC(=O)NC2CCC(C)CC2)c1C (stereo not given) | -9.3 | 1.8 | -6.0 | 2.6 | 0.8 | -1.0 | 0.1 | 0.3 | 8.3 | 0.3
COc1ccccc1NC(=O)C1CCCCN1S(=O)(=O)c1ccc(F)cc1 (stereo not given) | 8.2 | 7.2 | -2.0 | -0.3 | -4.0 | 0.0 | 0.7 | -1.5 | 0.6 | 1.5
Cn1cc2ccc([N+](=O)[O-])cc2n1 | -4.7 | -2.4 | -0.5 | 1.2 | -12.4 | -0.9 | 2.3 | 7.2 | -6.1 | 8.0
CC(C)(C)c1cc[n+](C2=C([O-])c3ccccc3C(=O)/C2=N\S(=O)(=O)c2ccccc2)cc1 | 9.1 | 4.7 | . | 0.1 | 2.0 | -0.9 | -3.0 | 9.9 | 2.6 | -2.1
CCN(CC)CCNc1cccc2sc3ccccc3c(=O)c12 | -11.4 | 1.4 | 5.6 | -17.6 | 9.4 | -1.4 | -6.6 | 4.3 | 3.0 | 2.1
COc1cccc(C(=O)N2CCN(C(=O)C3CC3)CC2)c1 | 0.0 | -7.6 | -2.4 | 3.5 | 0.8 | 0.9 | -7.2 | -1.3 | -5.3 | 5.2
CCOC(=O)c1cccc(NC(=O)C2CCN(c3ncnc4c3nc3n4CCCCC3)CC2)c1 | -22.8 | -4.0 | -0.4 | 0.8 | -7.6 | -1.7 | 1.0 | -1.6 | -5.8 | -2.4
Cc1ccc(NC(=O)N2CCN(C)CC2)cc1NC(=O)N1CCN(C)CC1 | -1.6 | -6.5 | -2.9 | -1.8 | 4.2 | 1.2 | -0.4 | 5.3 | -0.1 | 5.5
Cc1cc(C)nc(NS(=O)(=O)c2ccc(NC(=O)CSc3ncn[nH]3)cc2)n1 | 8.7 | -1.4 | 0.0 | 2.9 | -2.0 | -2.5 | -5.8 | 3.1 | -3.1 | 3.6
COc1ccc(CN2C(=O)c3ccccc3C2=O)cc1C(=O)Nc1ccccc1N1CCOCC1 | -3.4 | 3.3 | -5.3 | 0.2 | 0.8 | -0.2 | -6.4 | -6.8 | -6.8 | 3.2
CCn1c(SCC(=O)N2CCC(C)CC2)nnc1-c1ccc(S(=O)(=O)N2CCN(C)CC2)cc1 | -1.3 | -9.5 | -1.1 | 0.5 | -4.1 | 3.3 | -1.2 | 2.3 | 2.0 | 1.5
C=CCOc1ccc(NC(=O)C2CC(=O)N(C(C)C)C2)cc1 (stereo not given) | -2.8 | -2.0 | -6.2 | 0.5 | -8.2 | -0.8 | -2.1 | 10.7 | -2.1 | 3.8
CC1CCc2sc(C(=O)Nc3ccc(C(N)=O)cc3)cc2C1 (stereo not given) | 1.8 | -2.1 | -43.1 | 8.8 | -12.9 | -0.5 | 1.6 | -1.1 | -22.8 | 0.1
O=C(COc1ccccc1Cl)NCCNC(=O)c1cccnc1 | 17.4 | -3.9 | 1.6 | 0.0 | -0.2 | 1.1 | -1.4 | 4.3 | 1.3 | -0.2
CCOC(=O)CCCOC(=O)c1ccc(S(=O)(=O)N(C)C)cc1 | 16.1 | 2.1 | 8.8 | -2.2 | -3.6 | 1.2 | 0.6 | -2.5 | 2.2 | -4.2
CCn1nc([N+](=O)[O-])c2c(-c3nc4ccccc4o3)c(N)n(CCCOC)c2c1=O | -5.2 | -7.6 | 4.1 | 0.2 | 2.5 | 0.1 | -3.9 | -2.4 | 5.7 | 1.5
Cc1nn(-c2ccccc2)c(Cl)c1C(=O)OC(C)C(=O)NC(=O)NC1CCCCC1 (stereo not given) | -8.1 | 1.4 | 7.8 | 0.2 | 1.6 | -0.5 | -0.5 | -2.1 | 1.6 | 1.9
Cc1ccc2c(c1)-c1ncc(C(=O)c3cc(Br)ccc3O)cc1CO2 | -6.3 | 6.3 | . | 0.5 | -28.4 | 1.6 | -1.3 | 5.0 | -25.3 | -2.7
CCCCOn1c(C)c(C(=O)OCC)c2c3nonc3ccc21 | -10.9 | -3.4 | 1.0 | -7.0 | -7.9 | 0.1 | 8.0 | 1.8 | -7.5 | -2.9
Cc1ccccc1-n1ncc2c1CC(C)(C)CC2NC(=O)CCn1cncn1 (stereo not given) | 82.1* | -1.8 | 5.8 | -1.5 | 0.6 | 0.6 | 1.7 | -7.3 | 9.9 | 1.0
